Screening results (PubChem)
Yfh1-off respiration: enhancers of respiration in Yfh1-depleted yeast, dose response, Friedreich's ataxia, plus single-dose screen (AID 1465) | S. cerevisiae Yfh1-off respiration, WST-1 reduction, 72 h; higher fold induction means a stronger effect | fold induction at 50 µM; hits with a dose series show EC50 in µM | hit rate 0.074% among 220,000;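 active means fold induction of absorbance versus untreated yeast above a set limit, then at least 30% activation at any dose in follow-up; inconclusive means repeats straddling the limit, or above it without dose testing; inactive means fold induction below the set limit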;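 further: activators that raise dye reduction in frataxin-depleted yeast; strong numbers were not always called active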
b-catenin transl: modulators of beta-catenin nuclear translocation, primary screen, imaging, HeLa cells, immunofluorescence, high-content | hit rate 0.3% among 190,000 | nuclear translocation activity, % at 5 µM | AID 1665, 2009;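 active means nuclear translocation activity above 50% at 5 µM, with a well cell count of 50 or more; inconclusive means wells under 50 cells across six images, flagged as toxic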;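 further: per-cell ratio of nuclear to cytoplasmic median beta-catenin stain intensity; plate controls were DMSO negative control for no effect and GSK-3 inhibitor IX positive control for full effect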
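Assay system: human HeLa cells, native beta-catenin; doses: 5 µM primary, 0.02–20 µM confirmation; incubation: compound treatment 24 h, 37°C, 5% CO2; technique: fluorescence imaging of beta-catenin antibody stain plus DAPI; measure: % activation, nuclear-to-cytoplasmic median beta-catenin signal ratio per cell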
Insulin prom up: insulin promoter activators in MIN6 cells, imaging, high-content screening, mouse beta cells; MIN6 insulin promoter-GFP reporter; stronger effect = higher value; z-score at 5 µM; hit rate 0.3% among 190,000; AID 1625, 2009;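 active means z-score above 3 at 5 µM with at least 500 cells counted in the well; inconclusive means wells under 500 cells, flagged as cytotoxic or low count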
AID2073: inhibitors of Mint1-CaV2.2 protein interaction, biochemical, HTRF (AID 2073). Voltage-dependent N-type calcium channel subunit alpha-1B (Homo sapiens). HTRF protein-protein interaction, Mint1-CaV2.2; higher % means a stronger effect. inhibition, % at 20 µM, or IC50 in µM where a hit was titrated. hit rate 0.19% among 290,000; in the data active means inhibition mostly above about 51%, no sharp cut-off; inconclusive means no clear call, values can overlap the other calls; inactive means mostly below about 53%; further: some results filed as inactive read as strong as hits
HIV fusion peptide: inhibitors of HIV fusion peptide binding, primary screen, biochemical, uHTS, fluorescence dequenching (AID 1986). cell-free peptide binding, fluorescence dequenching, 30 min; higher % means a stronger effect. inhibition, % at 20 µM, or IC50 in µM where a hit was titrated. hit rate 0.3% among 290,000; in the data active means inhibition mostly above about 52%, no sharp cut-off; inactive means mostly below about 76%; further: some results filed as inactive read as strong as hits
MT stabilize HCS: microtubule stabilizers in HeLa cells, primary screen, imaging, high-content imaging; HeLa tubulin immunostaining HCS, 24 h; share of cells brighter than vehicle mean+2SD; % tubulin-high responders, % at 10 µM; hit rate 0.83% among 200,000; AID 2205, 2009;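 active means plate Z-score above 3 for both tubulin-high and condensed-nucleus cell shares, with cell loss under 80%, at 10 µM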;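 further: anti alpha tubulin signal scored within the nucleus-defined area of each cell; some results filed as inactive read as strong as hits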
Autophagy HCS: autophagy modulators in MEF cells, primary screen, imaging, high-content, MEF GFP-LC3; MEF GFP-LC3 puncta imaging; test concentration mostly 10 µM; calls only at 10 µM (by protocol); hit rate 0.98% among 190,000;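 active means percentage of spot-positive cells more than 3 SD above its plate mean, without a fluorescence outlier flag or 80% toxicity; inconclusive means no clear call, values can overlap the other calls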;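 further: spot-positive cell cutoff set from DMSO-treated cells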
WT yeast gro inh: growth inhibition of WT strain, primary screen, mitochondrial fusion inhibitor project, WT and mutant strains, chemical genetic | hit rate 2.1% among 190,000 | mitochondrial fusion phenotypic screen | AID 1362, 2008 | inhibition, % at 10 µM; in the data active means inhibition above about 58%; tested in S. cerevisiae
Dynein transport: inhibitors of GR-EGFP nuclear translocation, primary screen, dynein cargo transport inhibitor project, imaging, high-content, 3617.4 mouse cells. hit rate 0.47% among 220,000. test concentration mostly 20 µM; stimulated with dexamethasone, 1 µM; stronger effect = lower value. z-score, hits read low. AID 1381, 2008;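 active means plate z-score of nuclear minus cytoplasmic receptor signal below a set negative limit, without overly bright fluorescence or cell loss, cut at about -3.5 in these data, passing the limit was not always enough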;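 further: z-score of nuclear minus cytoplasmic ring GR-EGFP intensity difference per well; some compounds called inactive have numbers as strong as hits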
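Medium: Induction medium lacking tetracycline, stripped serum | Probe or stimulus: 1.0 µM final dexamethasone stimulus | Schedule: 48 h induction, then 1 h compound, then 30 min agonist, 37 °C | Signal: Automated 10x imaging of fixed Hoechst-stained cells | Evaluation: Per-cell GR-EGFP intensity, nucleus versus surrounding cytoplasmic ring, well-averaged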
WT yeast gro inh mutant strain: second read-out of WT yeast gro inh, no call of its own (marks repeat the call); inhibition, %; mitochondrial fusion phenotypic screen, mutant strain inhibition
Dynein transport cytoplasmic EGFP: further read-out of Dynein transport, marked with its call; z-score; measured here: cytoplasmic GR-EGFP intensity; stronger effect = higher value
Dynein transport nuclear GR-EGFP: also measured in Dynein transport; calls as there; z-score; measured here: nuclear GR-EGFP intensity;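 lower value marks the stronger effect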
Dynein transport cell count: second read-out of Dynein transport, no call of its own (marks repeat the call); z-score; measured here: cell count per field
Insulin prom up cell count: recorded beside Insulin prom up, whose call it bears; cell count; measured here: cytotoxicity, nuclei count;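 total cells summed across four imaged fields per well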
b-catenin transl cell count 5 µM: recorded beside b-catenin transl, whose call it bears; cell count; measured here: cell count, cytotoxicity flag
MT stabilize HCS Hoechst-high %: recorded beside MT stabilize HCS, whose call it bears; % Hoechst-high responders; measured here: nuclear condensation Hoechst responders;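 share of cells brighter than vehicle mean plus two SD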
MT stabilize HCS cytotoxicity %: also measured in MT stabilize HCS; calls as there; toxicity, %; measured here: cytotoxicity by cell density;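 0% = mean cell density of plate MIN control wells and 100% = no cells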
Autophagy HCS cell loss 18 h: second read-out of Autophagy HCS, no call of its own (marks repeat the call); toxicity, %; measured here: cell loss, nuclei count;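 cell loss after 18 h compound exposure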
* = called active by the depositor.

Screening Cc1ccc(NC(=O)c2oc3c(c2C)C(=O)CC(C)(C)C3)cc1 returned Yfh1-off respiration inactive, b-catenin transl 0.8, Insulin prom up 0.71, AID2073 0%, HIV fusion peptide -1.3%, MT stabilize HCS 3.0, Autophagy HCS inactive, WT yeast gro inh 3, Dynein transport 0.16, WT yeast gro inh mutant strain -22, Dynein transport cytoplasmic EGFP 0.026, Dynein transport nuclear GR-EGFP 0.046, Dynein transport cell count 0.35, Insulin prom up cell count 1293, b-catenin transl cell count 5 µM 923, MT stabilize HCS Hoechst-high % 3.1, MT stabilize HCS cytotoxicity % 6.4 and Autophagy HCS cell loss 18 h -6.
COc1ccc(Cn2c(C3CC3)nc3ccc(NC(=O)C4CC4)cc3c2=O)cc1 was read as b-catenin transl -2.8, Insulin prom up 0.07, AID2073 4%, HIV fusion peptide 4.6%, MT stabilize HCS 2.8, Autophagy HCS inactive, WT yeast gro inh -12, Dynein transport 0.11, WT yeast gro inh mutant strain 14, Dynein transport cytoplasmic EGFP -0.17, Dynein transport nuclear GR-EGFP 0.036, Dynein transport cell count -0.017, Insulin prom up cell count 1330, b-catenin transl cell count 5 µM 968, MT stabilize HCS Hoechst-high % 2.3, MT stabilize HCS cytotoxicity % 7.3 and Autophagy HCS cell loss 18 h -5.
O=C(C1CCN(S(=O)(=O)c2cccc3cccnc23)CC1)N1CC=C(c2ccccc2)CC1 was read as b-catenin transl 1.4, Insulin prom up 1, AID2073 4%, HIV fusion peptide 0.0%, MT stabilize HCS 2.6, Autophagy HCS inactive, WT yeast gro inh 13, Dynein transport -0.12, WT yeast gro inh mutant strain 6, Dynein transport cytoplasmic EGFP -0.14, Dynein transport nuclear GR-EGFP 0.031, Dynein transport cell count -0.07, Insulin prom up cell count 1016, b-catenin transl cell count 5 µM 1173, MT stabilize HCS Hoechst-high % 3.2, MT stabilize HCS cytotoxicity % 6.8 and Autophagy HCS cell loss 18 h -8.
C(=N\n1cnnc1)/c1ccc(OCc2cccc3ccccc23)cc1 was read as Yfh1-off respiration inactive, Insulin prom up 0.09, AID2073 -4%, HIV fusion peptide 6.3%, MT stabilize HCS 1.4, Autophagy HCS inactive, WT yeast gro inh 21, Dynein transport -0.28, WT yeast gro inh mutant strain 10, Dynein transport cytoplasmic EGFP -0.091, Dynein transport nuclear GR-EGFP -0.059, Dynein transport cell count 0.64, Insulin prom up cell count 908, MT stabilize HCS Hoechst-high % 1.0, MT stabilize HCS cytotoxicity % 2.7 and Autophagy HCS cell loss 18 h 0.
For O=c1cc2oc3cc(O)c(O)cc3c(-c3ccccc3O)c-2cc1O the results were Yfh1-off respiration inconclusive, b-catenin transl 10, Insulin prom up 15*, AID2073 68%*, HIV fusion peptide 148%, Dynein transport 0.26, Dynein transport cytoplasmic EGFP -0.14, Dynein transport nuclear GR-EGFP 0.13, Dynein transport cell count -0.33, Insulin prom up cell count 1408* and b-catenin transl cell count 5 µM 1075.
COc1coc(/C=C/C(=O)O)cc1=O was read as Yfh1-off respiration inactive, Insulin prom up 0.5, AID2073 0%, HIV fusion peptide -2.3%, MT stabilize HCS 2.1, Autophagy HCS inactive, WT yeast gro inh -10, Dynein transport -0.85, WT yeast gro inh mutant strain 5, Dynein transport cytoplasmic EGFP -0.26, Dynein transport nuclear GR-EGFP -0.58, Dynein transport cell count 0.91, Insulin prom up cell count 1389, MT stabilize HCS Hoechst-high % 3.7, MT stabilize HCS cytotoxicity % 3.9 and Autophagy HCS cell loss 18 h -4.
Screening C=CCOCCN1C(=O)C2C(c3ccccc3)C=CC(c3ccccc3)C2C1=O (stereo not drawn) returned Yfh1-off respiration inactive, b-catenin transl 0.7, Insulin prom up -0.35, AID2073 21%, HIV fusion peptide -0.9%, MT stabilize HCS 1.4, Autophagy HCS inactive, WT yeast gro inh 5, Dynein transport -0.96, WT yeast gro inh mutant strain -5, Dynein transport cytoplasmic EGFP -0.21, Dynein transport nuclear GR-EGFP -0.37, Dynein transport cell count 0.57, Insulin prom up cell count 1255, b-catenin transl cell count 5 µM 1139, MT stabilize HCS Hoechst-high % 1.4, MT stabilize HCS cytotoxicity % 10 and Autophagy HCS cell loss 18 h 26.
`CC(CCc1ccccc1)NC(=O)CSc1ccccn1` (stereo not drawn) gave Yfh1-off respiration inactive, b-catenin transl 0.0, Insulin prom up -1.1, AID2073 -2%, HIV fusion peptide -0.6%, MT stabilize HCS 3.5, Autophagy HCS inactive, WT yeast gro inh 6, Dynein transport -0.17, WT yeast gro inh mutant strain 20, Dynein transport cytoplasmic EGFP -0.3, Dynein transport nuclear GR-EGFP 0.18, Dynein transport cell count -0.37, Insulin prom up cell count 1341, b-catenin transl cell count 5 µM 1048, MT stabilize HCS Hoechst-high % 3.1, MT stabilize HCS cytotoxicity % 2.2 and Autophagy HCS cell loss 18 h -6.
Screening COc1ccccc1OCCCC(=O)Nc1nccs1 returned Yfh1-off respiration inactive, b-catenin transl 0.3, Insulin prom up 0.53, AID2073 -5%, HIV fusion peptide -0.1%, MT stabilize HCS 1.5, Autophagy HCS inactive, WT yeast gro inh 8, Dynein transport -0.22, WT yeast gro inh mutant strain -1, Dynein transport cytoplasmic EGFP -0.27, Dynein transport nuclear GR-EGFP 0.05, Dynein transport cell count -0.33, Insulin prom up cell count 1531, b-catenin transl cell count 5 µM 968, MT stabilize HCS Hoechst-high % 1.0, MT stabilize HCS cytotoxicity % 2.0 and Autophagy HCS cell loss 18 h 7.
For CNS(=O)(=O)c1cccc(C(=O)OC2CCCCC2=O)c1 (stereo not drawn) the results were Yfh1-off respiration inactive, b-catenin transl -8.2, Insulin prom up 0.94, AID2073 5%, HIV fusion peptide -0.7%, MT stabilize HCS 1.4, Autophagy HCS inactive, WT yeast gro inh -11, Dynein transport 0.51, WT yeast gro inh mutant strain 15, Dynein transport cytoplasmic EGFP -0.18, Dynein transport nuclear GR-EGFP 0.21, Dynein transport cell count 0.28, Insulin prom up cell count 1317, b-catenin transl cell count 5 µM 982, MT stabilize HCS Hoechst-high % 1.9, MT stabilize HCS cytotoxicity % 10 and Autophagy HCS cell loss 18 h -25.
Screening Cc1ccc2nc(-c3ccccc3N)[nH]c2c1 returned Yfh1-off respiration inactive, b-catenin transl 1.5, Insulin prom up 1.4, AID2073 15%, HIV fusion peptide -0.6%, MT stabilize HCS 4.2, Autophagy HCS inactive, WT yeast gro inh 32, Dynein transport -0.18, WT yeast gro inh mutant strain 30, Dynein transport cytoplasmic EGFP -0.3, Dynein transport nuclear GR-EGFP 0.38, Dynein transport cell count 0.66, Insulin prom up cell count 1399, b-catenin transl cell count 5 µM 1518, MT stabilize HCS Hoechst-high % 1.1, MT stabilize HCS cytotoxicity % 22 and Autophagy HCS cell loss 18 h 16.
Screening COc1ccccc1Nc1nnc(SCc2cc(=O)n3cc(C)ccc3n2)s1 returned Yfh1-off respiration inactive, b-catenin transl -0.4, Insulin prom up -0.59, AID2073 5%, HIV fusion peptide 2.3%, MT stabilize HCS 3.9, Autophagy HCS inactive, WT yeast gro inh -10, Dynein transport -0.58, WT yeast gro inh mutant strain 2, Dynein transport cytoplasmic EGFP -0.2, Dynein transport nuclear GR-EGFP -0.13, Dynein transport cell count 0.93, Insulin prom up cell count 1153, b-catenin transl cell count 5 µM 955, MT stabilize HCS Hoechst-high % 4.0, MT stabilize HCS cytotoxicity % 5.6 and Autophagy HCS cell loss 18 h 1.
For COC(=O)Cc1ccc(NC(=S)Nc2ccc(N3CCOCC3)cc2)cc1 the results were Yfh1-off respiration inactive, b-catenin transl 0.3, Insulin prom up 0.42, AID2073 29%, HIV fusion peptide -2.9%, MT stabilize HCS 1.7, Autophagy HCS inactive, WT yeast gro inh 3, Dynein transport -0.95, WT yeast gro inh mutant strain 4, Dynein transport cytoplasmic EGFP -0.2, Dynein transport nuclear GR-EGFP -0.33, Dynein transport cell count 1.1, Insulin prom up cell count 1498, b-catenin transl cell count 5 µM 1532, MT stabilize HCS Hoechst-high % 2.3, MT stabilize HCS cytotoxicity % 9.1 and Autophagy HCS cell loss 18 h -13.
For CC1(C)NC(=O)N(CCCSc2ccc(Cl)cc2)C1=O the results were Yfh1-off respiration inactive, b-catenin transl -1.0, Insulin prom up -0.8, AID2073 -5%, HIV fusion peptide 0.0%, MT stabilize HCS 3.4, Autophagy HCS inactive, WT yeast gro inh 14, Dynein transport 3, WT yeast gro inh mutant strain 11, Dynein transport cytoplasmic EGFP -0.16, Dynein transport nuclear GR-EGFP 1.8, Dynein transport cell count -0.94, Insulin prom up cell count 1131, b-catenin transl cell count 5 µM 943, MT stabilize HCS Hoechst-high % 2.2, MT stabilize HCS cytotoxicity % 9.9 and Autophagy HCS cell loss 18 h -8.
